Screening results: PubChem, Broad Institute
PAX8 reporter: PAX8 transcriptional activity inhibition | RMG-I TPO-luciferase reporter, SteadyGlo, 24 h | inhibition, % at 12.6 µM | 360,000 tested, 1.2% active;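 active = mean replicate inhibition at least 60% with every replicate also reaching 60%; inconclusive = only one of the two criteria is met; inactive = mean below 60% and not all replicates reaching 60%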;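 note: luciferase light reporting Pax8 driven TPO promoter activity; plate controls were median of neutral control wells for no effect and mitoxantrone controls for full effect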
INS-1E GSIS act: GLuc luminescence reporter in INS-1E cells, primary screen for activators of glucose-dependent secretion of insulin; activation, % at 16.6 µM; 370,000 tested, 0.61% active; INS-1E GLuc reporter insulin secretion, 2-3 h; AID 743287;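 active = lowest replicate activation of at least 40%, so every replicate reaches that level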;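 note: 0% = median of neutral control wells and 100% = median of IBMX positive control wells; some compounds called inactive have numbers as strong as hits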
EWS-Fli block: inhibitors of EWS/Fli oncoprotein transcriptional activity | 350,000 tested, 0.67% active | A673 NR0B1-luciferase reporter, viability-normalised | inhibition, % at 12.6 µM | AID 651661;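 active = mean inhibition of at least 50% after viability correction, with every replicate also passing that limit; inconclusive = mean reaches 50% but only one of two replicates passes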;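 note: firefly luciferase signal divided by Alamar Blue viability fluorescence both relative to DMSO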
Xi reactivation: reactivates the inactive X chromosome in mouse fibroblasts. XiGFP mouse fibroblasts, % GFP-positive cells imaging, 3 d; cells co-treated with 5-aza-dC sensitizer; scaled so ellipticine positive control = 100%. activation, % at 7.58 µM. 360,000 tested, 0.055% active. AID 743238;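 active = mean normalized replicate activation at least 10% and every replicate at or above 10%; inconclusive = only one of the two criteria met; inactive = mean below 10% and not all replicates reach 10%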;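 note: 0% = median of on-plate neutral control wells and 100% = ellipticine 6 µM median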
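System: 68-5-11 XiGFP fibroblast line | Buffer or medium: DMEM containing 5-aza-dC | Compound: Single point | Times: Compounds 3 days, fix/stain 15 min at room temperature | Benchmarks: Positive control ellipticine, 6 µM final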
ERp5 inh: ERp5 (human) disulfide isomerase inhibition. ERp5 insulin aggregation, absorbance 650 nm, 90 min. inhibition, % at 9.99 µM. AID 651711. Q15084. 350,000 tested, 0.05% active;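 active = mean replicate inhibition above about 25%, with every replicate also reaching it, limit read from the data, passing the limit was not always enough; inconclusive = only one of those two criteria met; inactive = neither criterion met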
Target sequence (Q15084 whole entry, looked up): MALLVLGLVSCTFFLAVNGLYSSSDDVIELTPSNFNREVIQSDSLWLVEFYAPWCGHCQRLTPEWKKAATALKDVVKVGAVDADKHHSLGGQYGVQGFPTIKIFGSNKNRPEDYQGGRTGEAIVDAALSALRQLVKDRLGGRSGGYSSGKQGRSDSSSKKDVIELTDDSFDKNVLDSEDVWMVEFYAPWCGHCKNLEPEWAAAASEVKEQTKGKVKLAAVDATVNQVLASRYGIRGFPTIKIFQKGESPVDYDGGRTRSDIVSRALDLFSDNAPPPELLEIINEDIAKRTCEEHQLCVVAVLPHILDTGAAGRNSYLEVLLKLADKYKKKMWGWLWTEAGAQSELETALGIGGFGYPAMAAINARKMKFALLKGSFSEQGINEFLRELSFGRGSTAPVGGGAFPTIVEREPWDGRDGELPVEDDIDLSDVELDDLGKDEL
DENV2 CPE: inhibitors of DENV2 cytopathic effect; DENV2-infected cells, cytopathic effect rescue, plate reader; CPE inhibition, % at 9.99 µM; 350,000 tested, 1.7% active; in the data active = CPE inhibition above about 20%, passing the limit was not always enough; inconclusive = no clear call, values can overlap the other calls; tested in BHK-21 cells;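 note: 0% = median of neutral control wells and 100% = median of positive control wells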
CFTR F508del cor: correctors of CFTR F508del function in bronchial epithelial cells; 350,000 tested, 0.36% active; CFBE cells, YFP halide quenching; stimulated with forskolin plus potentiator P3; % fluorescence drop versus neutral controls; activity (quench increase), % at 7.58 µM; AID 720511;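 active = mean added fluorescence quench of at least 8% versus neutral control, with both replicates also reaching 8%; inconclusive = only one of the mean or replicate conditions met; inactive = mean below 8% and not both replicates reaching 8%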;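 note: cells transiently co-express mutant CFTR-F508del with the halide-sensitive YFP; corrector assay measuring rescue of mutant channel to the surface after 24 h compound exposure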
ARNT-TACC3 inh: ARNT/TACC3 interaction disruption; AlphaScreen His-ARNT PAS-B/GST-TACC3 binding, luminescence; TACC3 fragment carries E629A point mutation; inhibition, % at 9.99 µM; 390,000 tested, 0.66% active;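 active = mean inhibition of replicates at least 50% and at least half of replicates each reaching 50%; inconclusive = half or more replicates reach 50% but mean below 50%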;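 note: 0% = complete ARNT plus TACC3 wells and 100% = ARNT alone without TACC3; many hits fall short of the cut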
Starred values were filed as active, the others as inactive; ? = inconclusive; / = no result given. Rows are unselected; 4.2% or so of the library scored in one or more.

SMILES	PAX8 reporter	INS-1E GSIS act	EWS-Fli block	Xi reactivation	ERp5 inh	DENV2 CPE	CFTR F508del cor	ARNT-TACC3 inh
COc1ccc(S(=O)(=O)NCC2CCCN(Cc3ccc(OC)cc3F)C2)cc1 (stereo not drawn)	22	-1	/	0.1	3	11	1.3	4
CCOC(=O)C1(CCc2ccccc2)CCN(Cc2ccn[nH]2)CC1	1	/	9	0.0	1	1	0.2	5
Cc1cc(C)cc(OCC(O)CN2CCN(C(=O)c3ccco3)CC2)c1 (stereo not drawn)	9	11	-8	0.2	3	0	-0.4	-4
COc1ccccc1N1CCN(C(=O)CSc2nc(-c3ccco3)cc(C(F)(F)F)n2)CC1	/	3	8	/	2	-3	0.2	7
CCCC(c1nnnn1C(C)(C)C)N1CCN(C(=O)c2ccco2)CC1 (stereo not drawn)	-6	8	-1	0.1	-1	-6	-3.4	1
NS(=O)(=O)c1ccc(NC(=O)CCC(=O)c2ccc(Cl)s2)cc1	-4	3	/	0.1	3	9	1.4	1
CCCC#Cc1ccc2c(c1)O[C@H](CN(C)C(=O)c1ccccc1)[C@H](C)CN([C@H](C)CO)S2(=O)=O	/	-6	5	1.0	2	-3	-4.0	0
CCCNC(=O)N(C)C[C@@H]1Oc2cc(-c3cccnc3)ccc2S(=O)(=O)N([C@@H](C)CO)C[C@@H]1C	/	24	-6	0.1	-1	-6	-2.2	-4
S=c1[nH]nc(SCc2ccccc2)c2[nH]cnc12	-110	-13	-43	0.1	4	3	2.1	9
O=C(O)CN1C(=O)c2ccc(Oc3ccc([N+](=O)[O-])cc3)cc2C1=O	2	25	-4	0.0	2	7	-3.3	-5
COc1ccc(OCCN(C)CC(=O)Nc2ccccc2SC)cc1	-10	-2	-4	0.0	1	0	0.3	-1
O=C(O)C[C@@H]1C[C@@H]2c3cc(NC(=O)C4CCC4)ccc3O[C@@H]2[C@H](CO)O1	-15	14	/	0.0	1	-10	0.7	/
C[C@@H]1CN([C@H](C)CO)C(=O)c2cccc(NS(C)(=O)=O)c2O[C@H]1CN(C)Cc1ccc(Cl)c(Cl)c1	-15	-11	/	0.0	-8	-1	2.6	11
CC(=O)Nc1ccc(/C(C)=N/Nc2nc(Nc3cccc4ccccc34)nc(N3CCOCC3)n2)cc1	0	1	/	0.0	/	/	/	-14
C[C@@H]1CCCCO[C@H](CN(C)S(=O)(=O)c2ccc(Cl)cc2)[C@@H](C)CN([C@H](C)CO)C(=O)c2cc(NC(=O)c3ccccc3)ccc2O1	5	10	10	0.1	4	-9	-2.3	-2
O=c1cc(-c2ccccc2Cl)oc2c(NS(=O)(=O)c3cccc4nsnc34)ccc(O)c12	11	-5	16	0.2	6	-8	-3.3	3
O=C(c1cccnc1)N1C[C@@H]2[C@H](c3ccccc31)[C@@H](CO)N2C(=O)C1CCCC1	0	10	-2	0.1	-1	9	3.3	-8
CCn1c(C)cc(/C=C2/NC(=O)N(c3ccccc3)C2=O)c1C	-89	2	-78	-0.1	-3	-5	0.1	/
CN(C)S(=O)(=O)c1ccc(S(=O)(=O)N2CCCC(C(=O)NC3CC3)C2)cc1 (stereo not drawn)	-8	-4	9	0.0	1	-1	-0.4	-2
N#C[C@H]1[C@H](c2ccc(C#Cc3ccc(F)cc3)cc2)[C@H](CO)N1C(=O)Nc1ccc(F)cc1	49	6	9	0.1	2	-19	0.6	9

Some of these compounds in order of molar mass, ascending.
SMILES	PAX8 reporter	INS-1E GSIS act	EWS-Fli block	Xi reactivation	ERp5 inh	DENV2 CPE	CFTR F508del cor	ARNT-TACC3 inh
COc1ccc(S(=O)(=O)NCC2CCCN(Cc3ccc(OC)cc3F)C2)cc1 (stereo not drawn)	22	-1	/	0.1	3	11	1.3	4
COc1ccccc1N1CCN(C(=O)CSc2nc(-c3ccco3)cc(C(F)(F)F)n2)CC1	/	3	8	/	2	-3	0.2	7
CCCNC(=O)N(C)C[C@@H]1Oc2cc(-c3cccnc3)ccc2S(=O)(=O)N([C@@H](C)CO)C[C@@H]1C	/	24	-6	0.1	-1	-6	-2.2	-4

The list continues.
SMILES	PAX8 reporter	INS-1E GSIS act	EWS-Fli block	Xi reactivation	ERp5 inh	DENV2 CPE	CFTR F508del cor	ARNT-TACC3 inh
O=C(N/N=C1/CCc2ccccc21)C1CC1	5	6	-44	-0.1	2	?	-1.6	-6
O=C1C2C3C=CC(C3)C2C(=O)N1c1ncc([N+](=O)[O-])s1 (stereo not drawn)	-5	6	5	0.4	2	-1	0.6	-4
COc1ccc(NC(=O)N(C)C[C@H]2OCCCC[C@@H](C)Oc3ccc(NC(=O)NC(C)C)cc3C(=O)N([C@H](C)CO)C[C@H]2C)cc1	2	7	-4	0.2	-3	-5	2.0	-6
CC[n+]1c(/C=C(\C)Nc2ccccc2)sc2ccccc21	-5	8	/	0.0	/	/	/	1
CC(=O)N1CCN(S(=O)(=O)c2cccc(C(=O)Nc3ccc(OC(F)F)cc3)c2)CC1	6	0	9	0.1	-5	-1	-1.0	-8
COC(=O)c1ccc(NC(=O)CCCN2C(=O)NC(C)(C)C2=O)cc1	/	1	-1	-0.1	2	/	0.5	5
CCC1C(=O)NCCN1C(=O)c1ccc2nc(Cc3cccc(Cl)c3)oc2c1 (stereo not drawn)	5	3	/	0.0	2	4	1.0	/
CO[C@@H]1CN(C)C(=O)c2ccc(NC(=O)C3CC3)cc2OC[C@H](C)N(CC2CCOCC2)C[C@H]1C	/	-5	-1	0.0	0	0	0.0	/
C[C@@H]1CN([C@@H](C)CO)C(=O)c2cc(NC(=O)Cn3cnnn3)ccc2O[C@H]1CN(C)Cc1ccc(Oc2ccccc2)cc1	10	16	6	0.0	-1	-4	-2.2	4
O=C(CNC(=O)c1cccs1)NCC(=O)OCc1c(F)cccc1Cl	48	13	3	0.0	3	-5	-2.0	/
S=C1NC[C@H](CC2CCCCC2)N1CCc1cccc2ccccc12	-13	1	0	-0.1	2	4	1.2	3
COc1ccc(NC(=O)[C@H](C)NS(=O)(=O)c2ccc(NC(C)=O)cc2)cc1Cl	12	3	-2	0.5	-3	14	-1.0	/
CCCNC(=O)N1C[C@@H](O)COC[C@H]2O[C@H](CC(=O)NCc3ccncn3)CC[C@@H]21	-5	25	10	0.2	-3	-4	-2.7	-9
COc1ccc(NC(=O)c2cc(-c3ccccn3)nc3c(C)cc(C)cc23)c(C)c1	11	10	/	-0.1	1	-10	-4.2	/
Cc1ccc(NC(=S)N(Cc2cccs2)Cc2cc3cc(C)ccc3[nH]c2=O)cc1	4	7	-3	-0.1	-5	-1	/	-3
C[C@H](CO)N1C[C@H](C)[C@H](CN(C)Cc2ccccc2)Oc2ccc(NC(=O)CCN3CCOCC3)cc2CC1=O	-1	8	1	0.3	0	-1	-1.7	-3
CCOc1cc(C(=O)OCc2cccc(OC)c2OC)ccc1OCC(=O)N1CCOCC1	0	24	-3	0.3	3	-3	-1.2	-4
CCN(C[C@H]1[C@H](c2ccccc2)[C@@H](CO)N1S(C)(=O)=O)C(=O)C1CCC1	7	18	-3	0.0	/	-1	0.4	-2
Cc1ccc(S(=O)(=O)N(C)C[C@@H]2Oc3c(NC(=O)c4nc5ccccc5s4)cccc3C(=O)N([C@H](C)CO)C[C@@H]2C)cc1	/	-3	12	-0.5	-3	-6	-0.7	10
C[C@@H]1CN([C@H](C)CO)C(=O)c2cc(NC(=O)Cc3ccccc3)ccc2O[C@H]1CN(C)Cc1ccc(-c2ccccc2)cc1	/	-30	19	0.1	/	/	1.6	/
CC(C)CC(=O)Nc1nnc(SCC(=O)NCc2ccc3c(c2)OCO3)s1	6	0	2	-0.1	3	7	0.7	2
Cc1ccc(S(=O)(=O)N(C)C[C@@H]2Oc3ncc(C#Cc4ccc(C(F)(F)F)cc4)cc3C(=O)N([C@H](C)CO)C[C@@H]2C)cc1	/	-1	10	0.4	-3	?	1.8	9
CCC(=O)NC(c1ccc(N(C)C)cc1)c1c(O)ccc2ccccc12 (stereo not drawn)	16	-10	13	0.1	2	-2	/	38*
COc1cc(C2C(C#N)=C(N)OC3=C2C(=O)CC(C)(C)C3)ccc1OC(=O)N1CCOCC1 (stereo not drawn)	/	-2	/	/	-7	-2	/	-9
FC(F)(F)Oc1ccc(Nc2nc(N3CCOCC3)nc(N3CCOCC3)n2)cc1	34	5	2	0.0	-17	2	1.0	-5
COc1ccc(S(=O)(=O)N2CCOCC2)cc1NC(=O)COc1ccccc1OC	-3	36	-23	-0.1	3	-1	-2.5	5
CCOC(=O)N1CCN(CC(=O)Nc2ccc([N+](=O)[O-])cc2C(=O)Nc2ccccc2F)CC1	38	13	-4	-0.1	-3	3	-3.1	-3
Cc1ccc(CN2CCCOCCS2(=O)=O)cc1	-6	4	-14	0.1	4	40*	0.4	-2
C[C@H]1CN([C@@H](C)CO)C(=O)Cc2cc(NC(=O)Nc3ccccc3)ccc2O[C@H]1CN(C)C	-12	-3	-5	-0.1	-2	7	-1.8	2
CCC(C)Oc1ccc(C(=O)Nc2ccc(CN3CCOCC3)cc2)cc1 (stereo not drawn)	33	0	-10	0.0	5	7	1.6	-4
Cc1noc(C)c1-c1ccc(C(=O)NCc2ccccc2)c2occc12	/	-19	-15	0.0	2	5	-3.5	/
O=C(COC(=O)c1ccc[n+]([O-])c1)Nc1ccc(Cl)cc1[N+](=O)[O-]	7	3	1	-0.1	2	1	0.4	3
O=C(c1ccccc1)N1CCN(c2ccc(Cl)cc2)CC1	/	2	2	/	7	3	5.0	-4
COc1ccc(-c2c(C#Cc3ccsc3)c3cc(-c4ccc5c(c4)OCCO5)ccc3n2C)cc1	8	7	-2	-0.2	-1	0	-0.5	-1
CC(C)NC(=O)COc1ccc(S(=O)(=O)N(C)Cc2ccccc2)cc1	-7	5	3	-0.1	-5	15	2.1	-6
COc1ccc2c3c(n(C)c2c1)[C@H](CO)N(C)CC31CN(C(=O)Nc2c(C)noc2C)C1	-16	16	-10	0.0	2	-4	2.0	/
NS(=O)(=O)c1ccc(CNC(=O)CCS(=O)(=O)Cc2ccccc2)cc1	6	5	/	0.0	1	-6	2.5	-8
Cn1cnc([N+](=O)[O-])c1S(=O)(=O)Nc1ccccc1	0	-9	-25	0.0	1	0	-0.8	-13
CCCCC(=O)Nc1cccc(NC(=S)NC(=O)C(C)C)c1	-6	-5	1	0.7	-2	2	/	2
Cc1ccc(NC(=O)c2ncn(CC(=O)N3CCN(c4ccccn4)CC3)n2)cc1C	5	7	-24	-0.1	6	13	-1.9	-4
CCCc1c(C(=O)N/N=C/C2CC=CCC2)nnn1-c1nonc1N (stereo not drawn)	1	1	9	0.3	1	8	3.9	/
C[C@H](CO)N1C[C@H](C)[C@@H](CN(C)S(=O)(=O)c2ccc(Cl)cc2)OCCCC[C@H](C)Oc2ccc(NC(=O)Nc3ccc4c(c3)OCO4)cc2C1=O	50	4	9	0.0	2	-18	-1.3	-3
C/C=C/C(=O)Nc1cccc(C2=NOC3(C2)C[C@H](C(N)=O)N(C(=O)/C=C/C)C3)c1 (stereo partly drawn)	5	9	-4	0.0	8	-6	-1.4	-5
CO[C@H]1CN(C)C(=O)c2ccc(NS(=O)(=O)c3ccc(Cl)cc3)cc2OC[C@@H](C)N(C)C[C@H]1C	-2	-5	1	0.0	1	10	-1.6	-6
COc1ccc(CCNS(=O)(=O)c2ccc(F)cc2)cc1OC	/	9	11	/	0	0	1.2	-2
CCN(CC(=O)NC(=O)NC1CCCCC1)Cc1ccccc1	-19	-16	-8	0.0	-1	-1	0.0	-4
